Bioassay records (PubChem)
PhoP inhibition: inhibitors of PhoP regulon expression, primary screen, Salmonella Typhimurium, GFP reporter (AID 1863) | S. Typhimurium PhoP-regulated promoter GFP reporter, 4 h; higher % means a stronger effect | hit rate 0.16% among 300,000 | inhibition, % at 50 µM, or IC50 in µM where a hit was titrated;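 active = inhibition over 29.93%, a cutoff 3 SD above the screen mean, later confirmed by dose response; inconclusive = inhibition over 29.93% but no dose response follow-up; inactive = inhibition at most 29.93% or unconfirmed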;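 also: 0% = low Mg2+ inducing control and 100% = high Mg2+ repressing control; strong numbers were not always called active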
P. falciparum M17LAP: P. falciparum M17LAP inhibitors, primary screen, biochemical, fluorogenic H-Leu-NHMec substrate, 1536-well (AID 1619); Leucine aminopeptidase (Plasmodium falciparum (isolate 3D7)); recombinant M17LAP, H-Leu-NHMec fluorogenic kinetic assay; higher % means a stronger effect; inhibition, % at 30 µM, or IC50 in µM where a hit was titrated; hit rate 0.38% among 220,000;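 active = compound inhibiting the enzyme by more than half at any dose during confirmatory dose-response retesting; inconclusive = strong single-dose inhibitors picked by rank but not retested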;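 also: plate controls were full reaction with DMSO carrier for no effect and no enzyme background for full effect; strong numbers were not always called active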
ER stress rescue: rescue of cells from ER stress-induced death, primary screen, 384-well, CSM14.1, thapsigargin, ATP luminescence (AID 1222) | CSM14.1 thapsigargin-induced death rescue, ATP luminescence; higher % means a stronger effect | cellular ATP content (survival), % at 20 µM, or EC50 in µM where a hit was titrated | 190,000 tested, under 10 active;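 active = EC50 below 50 µM in the dose-response confirmation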;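 also: death triggered by thapsigargin at about 15 µM added after 2 h compound pretreatment; cell ATP read after overnight thapsigargin exposure of roughly 18 to 22 hours; normalized against plate controls of thapsigargin alone and 5% DMSO vehicle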
SIAH1 antagonists: Siah-1 peptide-binding antagonists, primary screen, biochemical, fluorescence polarization, rhodamine-plectin, uHTS (AID 1817) | E3 ubiquitin-protein ligase SIAH1 (Homo sapiens) | Siah-1 / rhodamine-plectin peptide fluorescence polarization; higher % means a stronger effect | hit rate 0.02% among 290,000 | displacement, % at 20 µM, or IC50 in µM where a hit was titrated;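 active = displacement of at least 50% at 20 µM, with a fluorescence ratio check between 0.3 and a set limit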;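 also: plate controls were Siah plus tracer with DMSO for no effect and tracer alone without Siah for full effect; strong numbers were not always called active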
XIAP displacement: XIAP antagonists, biochemical, IAP family, fluorescence polarization (AID 1018); E3 ubiquitin-protein ligase XIAP (Homo sapiens); hit rate 0.007% among 200,000; XIAP BIR domain, fluorescence polarization peptide displacement; higher % means a stronger effect; displacement, % at 20 µM, or IC50 in µM where a hit was titrated; in the data active = displacement above about 50%; also: a part of the inactive calls stands beside numbers as strong as those of hits
Yfh1-depleted yeast: enhancers of respiration in Yfh1-depleted yeast, dose response, Friedreich's ataxia, plus single-dose screen (AID 1465); S. cerevisiae Yfh1-off respiration, WST-1 reduction, 72 h; higher fold induction means a stronger effect; fold induction at 50 µM, or EC50 in µM where a hit was titrated; hit rate 0.074% among 220,000;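 active = fold induction of absorbance versus untreated yeast above a set limit, then at least 30% activation at any dose in follow-up; inconclusive = repeats straddling the limit, or above it without dose testing; inactive = fold induction below the set limit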;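 also: activators that raise dye reduction in frataxin-depleted yeast; strong numbers were not always called active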
M1AAP inhibition: P. falciparum M1AAP inhibitors, biochemical, fluorogenic H-Leu-NHMec substrate, 1536-well (AID 1445); Aminopeptidase N (Plasmodium falciparum (isolate 3D7)); recombinant M1AAP, H-Leu-NHMec fluorogenic kinetic assay; higher % means a stronger effect; one-dose inhibition, % at 30 µM; IC50 in µM for titrated hits; hit rate 0.42% among 220,000;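 active = primary inhibition above the hit cutoff, then over 50% inhibition at one or more dose response concentrations, cut at about 23% in these data, passing the limit was not always enough; inconclusive = conflicting primary data, or primary hits not chosen for dose response; inactive = low primary inhibition, or under 50% at every dose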;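 also: plate controls were DMSO full reaction for no effect and no enzyme background for full effect; strong numbers were not always called active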
West Nile antiviral: West Nile virus antiviral activity, cell-based, CPE readout (AID 1621); hit rate 0.02% among 290,000; CPE inhibition, % at 10 µM, or IC50 in µM where a hit was titrated; West Nile virus-infected cells, CPE inhibition; higher % means a stronger effect; in the data active = a potency from the dose series; inconclusive = CPE inhibition mostly from about 3.7% at the one dose, without a potency; inactive = the rest, 99 in 100 with CPE inhibition below about 2.2%; also: strong numbers were not always called active
human PMI inhibitors: human PMI inhibitors, high substrate, primary screen, biochemical, fluorescence intensity, high mannose 6-phosphate (AID 1220). Mannose-6-phosphate isomerase (Homo sapiens). recombinant PMI enzyme, coupled fluorescence intensity; higher % means a stronger effect. inhibition, % at 20 µM, or IC50 in µM where a hit was titrated. hit rate 0.66% among 190,000; in the data active = inhibition above about 50%
Numbers without * were called inactive; i = inactive; ? = inconclusive; · = no result given.

SMILES	PhoP inhibition	P. falciparum M17LAP	ER stress rescue	SIAH1 antagonists	XIAP displacement	Yfh1-depleted yeast	M1AAP inhibition	West Nile antiviral	human PMI inhibitors
COc1ccc(C(OC(=O)c2ccco2)C(=O)NCC2CCCO2)cc1 (stereo unspecified)	7.8%	8.3%	3.4%	-0.1%	-8.0%	i	-0.8%	0.1%	9.0%
O=C(NCc1ccccc1)c1cccc(NS(=O)(=O)c2cccc3cccnc23)c1	2.7%	4.7%	0.0%	8.1%	-0.2%	i	2.6%	-1.0%	-1.2%
CSc1ccccc1C(=O)NC1CCCC1	-6.5%	-0.8%	-1.6%	-2.1%	-6.9%	i	3.6%	-0.3%	-8.6%
CCN(CC)S(=O)(=O)c1ccc(Cl)c(NC(=O)COC(=O)c2ccc(O)cc2)c1	1.0%	5.5%	-0.9%	-6.1%	-8.5%	i	3.4%	2.0%	4.4%
O=C(Nc1ccc(-c2csnn2)cc1)C(Cl)(Cl)Cl	-5.2%	8.9%	·	3.5%	·	i	9.4%	0.5%	·
COCCNS(=O)(=O)c1cc(OC)c(Cl)cc1Cl	-2.4%	-2.8%	0.2%	5.1%	-7.3%	i	3.9%	-0.1%	7.8%
CCc1nnc2n1N=C(c1ccc([N+](=O)[O-])cc1)CS2	-8.0%	-2.8%	·	5.8%	·	i	8.0%	-0.4%	·
CCN1/C(=C2\C(=O)N(C)C(=S)N2c2ccccc2)C=Cc2ccccc21	-3.2%	2.8%	·	-2.4%	·	i	0.5%	0.2%	·
Cc1ccccc1Cc1c(C)nc2nc(SCC(=O)NCc3ccco3)nn2c1C	-1.8%	8.9%	-0.6%	1.2%	1.7%	i	3.6%	0.9%	2.3%
CCOC(=O)CNC(=O)CSc1nnc(-c2ccco2)n1Cc1ccco1	-13.2%	2.1%	-1.9%	-5.9%	-6.4%	i	8.0%	0.1%	2.1%
CCCSc1nnc(Cn2c(=O)sc3ccccc32)n1-c1ccccc1	7.7%	-6.5%	1.2%	-0.8%	-4.5%	i	0.4%	-0.1%	10.5%
Cc1noc(C)c1S(=O)(=O)Nc1ccc(C(=O)NC2CCCCCC2)cc1	-9.6%	-1.0%	0.0%	-1.3%	-1.5%	·	-2.9%	·	10.5%

Three entries from above, field by field:
> O=C(Nc1ccc(-c2csnn2)cc1)C(Cl)(Cl)Cl
  PhoP inhibition: -5.2%
  P. falciparum M17LAP: 8.9%
  ER stress rescue: ·
  SIAH1 antagonists: 3.5%
  XIAP displacement: ·
  Yfh1-depleted yeast: i
  M1AAP inhibition: 9.4%
  West Nile antiviral: 0.5%
  human PMI inhibitors: ·
> COc1ccc(C(OC(=O)c2ccco2)C(=O)NCC2CCCO2)cc1 (stereo unspecified)
  PhoP inhibition: 7.8%
  P. falciparum M17LAP: 8.3%
  ER stress rescue: 3.4%
  SIAH1 antagonists: -0.1%
  XIAP displacement: -8.0%
  Yfh1-depleted yeast: i
  M1AAP inhibition: -0.8%
  West Nile antiviral: 0.1%
  human PMI inhibitors: 9.0%
> CCN1/C(=C2\C(=O)N(C)C(=S)N2c2ccccc2)C=Cc2ccccc21
  PhoP inhibition: -3.2%
  P. falciparum M17LAP: 2.8%
  ER stress rescue: ·
  SIAH1 antagonists: -2.4%
  XIAP displacement: ·
  Yfh1-depleted yeast: i
  M1AAP inhibition: 0.5%
  West Nile antiviral: 0.2%
  human PMI inhibitors: ·

Additional structures follow:
SMILES	PhoP inhibition	P. falciparum M17LAP	ER stress rescue	SIAH1 antagonists	XIAP displacement	Yfh1-depleted yeast	M1AAP inhibition	West Nile antiviral	human PMI inhibitors
Cc1ccc(C)c(NC(=O)C2CCCN2C(=O)NC2CCCCC2)c1 (stereo unspecified)	-3.6%	-11.0%	1.7%	7.2%	-2.5%	i	12.4%	0.4%	-3.7%
CC(OC(=O)CNC(=O)C12CC3CC(CC(C3)C1)C2)C(=O)Nc1ccc(S(N)(=O)=O)cc1 (stereo unspecified)	7.8%	3.5%	0.7%	-0.7%	-5.4%	i	-0.5%	-0.1%	11.5%
CCOC(=O)N1CCN(c2c(NCc3ccccn3)c(=O)c2=O)CC1	3.4%	-2.5%	0.0%	-1.0%	-4.8%	i	3.9%	0.2%	7.4%
COc1ccc(OC)c2c1sc(=NC(=O)C(C)(C)C)n2C	9.8%	3.7%	1.6%	2.8%	-3.8%	·	7.4%	·	12.6%
CCOC(=S)NC(=O)c1sc2ccccc2c1Cl	-0.3%	-1.4%	1.3%	-3.3%	-4.2%	i	0.6%	0.1%	-3.4%
COc1ccc(-n2c(COc3ccc4c(c3)OCO4)nnc2SCC(=O)O)cc1	-7.0%	42.0%	-0.3%	6.5%	-9.0%	i	14.1%	0.8%	12.0%
CCOC(=O)Cc1csc(NC(=O)COc2cccc(C)c2)n1	8.3%	-2.8%	0.3%	0.7%	-2.6%	i	2.3%	-0.4%	0.2%
O=C(N/N=C\c1ccc([N+](=O)[O-])o1)C1COc2ccccc2O1 (stereo unspecified)	-9.1%	14.8%	4.1%	-8.0%	1.2%	i	15.2%	-1.1%	21.3%
CCOCCCNC(=O)Cn1cnc2sc(C)c(S(=O)(=O)N3CCN(c4ncccn4)CC3)c2c1=O	-0.9%	-1.0%	0.5%	5.7%	-2.6%	i	2.2%	-0.4%	2.5%
Cc1ccc(N(C)C(=O)c2ccc(CNc3c(N4CCC(C)CC4)c(=O)c3=O)cc2)cc1	2.2%	-15.3%	·	-1.1%	·	i	0.2%	1.5%	·
CCOC(=O)c1sc(NC(=O)Nc2cccc(Cl)c2)cc1C	2.2%	-11.5%	-6.4%	-6.6%	-7.8%	i	-1.4%	?	17.2%
Cc1ccc(NC(=O)c2ccc(C(C)(C)C)cc2)cc1-n1cnnn1	-5.4%	-2.1%	-0.1%	1.0%	-3.8%	i	-5.0%	0.4%	2.3%
COc1ccc(N2CCN(C(=S)Nc3ccc(S(N)(=O)=O)cc3)CC2)cc1	-2.4%	-10.4%	0.6%	-0.9%	-3.7%	i	4.7%	-0.5%	9.0%
COc1ccccc1Nc1nc(N)nc(CN2CCC(C)CC2)n1	1.4%	-5.0%	-2.3%	9.4%	-3.8%	i	4.0%	0.0%	2.4%
COc1ccc(C(=O)N2CCN(Cc3cn[nH]c3-c3ccc(OC)cc3F)CC2)cc1	10.7%	-4.5%	-0.9%	2.9%	-5.2%	i	0.0%	-1.2%	12.5%
O=C(NC(=S)NC1CCSC1=O)c1ccccc1F (stereo unspecified)	-2.1%	10.0%	-0.5%	-0.6%	-3.3%	i	6.4%	0.6%	-1.5%
Cc1ccc(Cn2cnc3c(nnn3Cc3ccc(Cl)cc3)c2=O)cc1	0.8%	-1.1%	3.1%	7.8%	-3.8%	i	3.7%	-0.7%	4.2%
O=C(O)c1nc(N2CCCCC2)ncc1Cl	16.3%	-9.5%	0.1%	-1.4%	-5.7%	i	4.1%	0.1%	1.0%
Cc1cc2ccccn2c1C(=O)c1cccc(S(=O)(=O)N2CCOCC2)c1	-3.8%	-2.4%	1.8%	3.0%	-12.3%	i	0.6%	-0.9%	22.1%
COCc1nc2ccccc2n1Cc1cccc(C)c1	-8.0%	16.6%	-0.7%	7.0%	-4.1%	i	5.8%	-0.8%	7.2%
CC(=O)Nc1cc2c(nc1C)nc(C)n2Cc1ccc(Br)cc1	-4.5%	-0.8%	·	-0.6%	-5.6%	·	3.8%	·	5.4%
COc1ccc(-c2nc3cnccn3c2Nc2ccc(C)cc2)cc1	7.5%	-13.8%	-1.4%	4.0%	1.4%	i	17.3%	0.4%	15.6%
Cc1cc(Cl)ccc1NNC(=O)c1snnc1C	-9.3%	17.2%	·	2.8%	·	i	9.7%	-1.0%	·
COc1cc(NC(=O)c2cc3c(Cl)nc4ccccc4c3s2)cc(OC)c1OC	-10.3%	9.8%	-2.4%	-7.4%	-1.4%	i	10.7%	0.1%	5.5%
CC(=O)c1ccc2noc(-c3ccccc3)c2c1	6.5%	7.8%	0.4%	1.9%	-16.2%	i	8.1%	-0.5%	·
COC(=O)C(Cc1ccccc1)NS(=O)(=O)c1ccc(F)cc1Br (stereo unspecified)	1.3%	8.7%	·	-0.2%	·	i	-3.3%	-0.5%	·
CN(CC(=O)NCc1ccc(Cl)cc1)S(=O)(=O)c1cccc2cccnc12	5.3%	-6.7%	0.2%	-1.0%	-4.6%	i	3.4%	-0.8%	8.3%
N#C/C(=C\c1ccc(Cl)cc1)c1nc(-c2ccco2)cs1	-8.5%	20.0%	1.5%	15.9%	-3.7%	i	13.6%	0.0%	12.5%
Cc1ccc(NC(=O)c2ccccc2F)nc1	10.8%	-61.4%	·	3.9%	-4.5%	i	-3.8%	-0.6%	8.1%
COC(=O)CSc1ccc2nnc(-c3ccc(F)cc3)n2n1	-3.3%	-6.8%	2.8%	-0.4%	-2.7%	i	6.0%	-0.4%	6.6%
CCCCCn1ccc(=N)cc1	-2.0%	-1.8%	·	-4.1%	-3.5%	i	12.3%	-0.6%	1.3%
Cc1ccc(Cn2ccc(NC(=O)c3noc4c3CCc3ccccc3-4)n2)cc1	-6.0%	3.5%	-1.3%	-3.8%	-12.3%	i	8.2%	?	-3.0%
CC(/C=N/NC(=O)c1cc(-c2ccc(C)s2)[nH]n1)=C\c1ccccc1	-12.7%	-1.6%	-2.9%	11.1%	-4.4%	i	-0.6%	-0.9%	3.5%
O=C(CS(=O)(=O)Cc1ccccc1)N1CCN(Cc2ccc3c(c2)OCO3)CC1	15.8%	14.6%	-1.4%	-0.9%	2.4%	i	-6.5%	-0.8%	3.9%
COCCOc1nc2c(c(=O)n(C)c(=O)n2C)n1Cc1cccc(OC)c1	18.4%	-4.7%	-2.2%	5.0%	-6.2%	i	3.6%	-0.6%	-0.3%
CCn1c(C)c(C(C)=O)c(N2CCN(c3ccc(OC)cc3)CC2)nc1=S	7.4%	1.6%	-0.4%	0.8%	-3.7%	i	4.2%	-0.6%	50.3%*
CSc1nc(-c2ccccc2)nn1C(=O)c1ccccc1	2.1%	2.5%	-1.4%	2.0%	-6.0%	·	-0.5%	·	14.3%
Nc1nc(-c2ccco2)nn1C(=O)c1ccc([N+](=O)[O-])cc1	-2.6%	5.9%	0.3%	17.0%	-5.6%	i	1.6%	0.9%	-1.2%
O=C1OC(OC(=O)c2ccccc2Br)C(N2CCOCC2)=C1Cl (stereo unspecified)	-6.4%	6.1%	-2.2%	-2.4%	-12.8%	i	-3.5%	0.2%	-10.2%
